Screening results (PubChem BioAssay)
AmpC no deterg: qHTS Inhibitors of AmpC Beta-Lactamase (assay without detergent); P00811; AmpC nitrocefin hydrolysis, absorbance 480 nm, 0.0001% Triton; Potency, µM (doses to about 57.1 µM), without a hit: top-dose activity change, negative = inhibition, usual class: inhibitors; 330,000 tested, 0.52% active; AID 485341, 2010;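 also: potency is read from the fitted curve at half-maximal effect; plate controls were no compound for no effect and no enzyme for full effect; nearly all actives have a fitted effect of over 20% in size; some results filed as inactive show a strong effect at the top dose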
Target sequence (P00811 whole entry, looked up): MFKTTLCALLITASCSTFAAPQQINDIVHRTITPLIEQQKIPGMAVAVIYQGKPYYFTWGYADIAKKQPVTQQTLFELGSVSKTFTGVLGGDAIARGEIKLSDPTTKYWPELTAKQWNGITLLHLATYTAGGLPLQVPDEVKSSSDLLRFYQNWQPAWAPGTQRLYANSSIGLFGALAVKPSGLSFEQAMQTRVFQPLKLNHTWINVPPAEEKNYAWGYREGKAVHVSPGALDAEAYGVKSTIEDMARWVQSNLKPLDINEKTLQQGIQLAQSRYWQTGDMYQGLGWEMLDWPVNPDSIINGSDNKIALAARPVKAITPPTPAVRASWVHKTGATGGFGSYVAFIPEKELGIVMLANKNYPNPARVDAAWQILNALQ
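20 mM phosphate pH 7.0 + 0.01% (detergent screen) or 0.0001% Triton X-100; 5.3 nM AmpC reagent; cpd preinc 15 min RT; nitrocefin (800 uM stock) to start; A480 q20 s × 4 min; Activity was normalised to no-enzyme and no-compound control wells.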
AMA1-RON2 inh: qHTS for Inhibitors of AMA1-RON; Towards Development of Antimalarial Drug Lead: Primary Screen. AlphaScreen AMA1-biotinylated RON2 peptide binding. Potency, µM (doses to about 58.2 µM), without a hit: top-dose activity change, negative = inhibition, usual class: inhibitors. 360,000 tested, 0.2% active. AID 720542, 2013;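 also: potency is read from the fitted curve at half-maximal effect; 0% = vehicle wells and -100% = peptide control; nearly all actives have a fitted effect of over 45% in size; some results filed as inactive show a strong effect at the top dose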
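AMA1 (3D7) with his tag at 25 nM final met compounds first, then biotinylated RON2 peptide at 25 nM; detection used donor plus acceptor beads, 10 µg/mL apiece, read by AlphaScreen after 30 min at room temperature.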
TbPYK inhibitor: qHTS of Trypanosoma Brucei Inhibitors. pyruvate kinase (Trypanosoma brucei), Q57TT1. TbPYK enzyme, Kinase-Glo Plus ATP luminescence, 45 min. Potency, µM (series often up to 76.8 µM), for inactives: at the highest dose activity, negative = inhibition, usual class: inhibitors. 410,000 tested, 0.12% active. AID 624173, 2012; also: potency is read from the fitted curve at half-maximal effect; nearly all actives have a fitted effect of over 50% in size
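Luminescence from Kinase-Glo Plus, added after a 45-minute room-temperature reaction, served as the end-point read-out. The enzyme and substrate were preincubated with compound before ADP (130 uM final) initiated turnover. Concentration-effect curves came from normalized qHTS data.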
HCMV inh: qHTS Assay for inhibitors of the human cytomegalovirus (HCMV). activity change, negative = inhibition, % at 57.5 µM. AID 1259415, 2018. 410,000 tested, 4.5% active. HFF cells, HCMV-luciferase reporter, 72 h; active compounds read low; in the data active = activity change below about -60%; inconclusive = no clear call, values can overlap the other calls; inactive = above about -39%
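Inhibition of viral replication was scored as loss of reporter luminescence in HFFs infected with HCMV-luciferase (MOI 1 PFU/cell) for 72 h; compounds tested at 2 doses, normalized to buffer and Salinomycin controls.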
LmPK inh: qHTS Assay for Inhibitors of Leishmania Mexicana Pyruvate Kinase (LmPK) | Q27686 | purified LmPK, Kinase-Glo ATP luminescence, 1 h | Potency, µM (titrated, usually from 57.5 µM), without a hit: at the highest dose activity change, negative = inhibition, most hits filed as inhibitors | 290,000 tested, 0.37% active; also: potency is read from the fitted curve at half-maximal effect
Target sequence (Q27686 whole entry, looked up): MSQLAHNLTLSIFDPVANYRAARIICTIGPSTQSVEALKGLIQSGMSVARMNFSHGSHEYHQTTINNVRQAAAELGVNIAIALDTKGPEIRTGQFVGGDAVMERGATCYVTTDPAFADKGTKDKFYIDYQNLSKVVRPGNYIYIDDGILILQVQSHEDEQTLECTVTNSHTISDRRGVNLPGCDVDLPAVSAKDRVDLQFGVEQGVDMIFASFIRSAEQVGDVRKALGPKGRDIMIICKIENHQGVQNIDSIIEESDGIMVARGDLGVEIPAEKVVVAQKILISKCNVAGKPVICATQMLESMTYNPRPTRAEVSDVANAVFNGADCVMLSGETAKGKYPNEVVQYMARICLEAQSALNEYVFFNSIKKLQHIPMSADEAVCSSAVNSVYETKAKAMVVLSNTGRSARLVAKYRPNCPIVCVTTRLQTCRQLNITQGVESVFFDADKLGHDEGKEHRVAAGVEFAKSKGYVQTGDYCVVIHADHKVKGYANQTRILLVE
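In 50 mM imidazole pH 7.2 with 7 mM MgCl2, LmPK (0.1 nM) turned over PEP (0.5 mM) and ADP (0.1 mM) for 1 h at room temperature. Luciferase read-out of ATP.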
Sm TGR block: qHTS Assay for the Inhibitors of Schistosoma Mansoni Peroxiredoxins. purified TGR, DTNB reduction, TNB absorbance 405 nm. Potency, µM (doses to about 114 µM), for inactives: top-dose activity change, negative = inhibition, actives largely listed as inhibitors. 360,000 tested, 3% active. AID 485364, 2010; also: potency is read from the fitted curve at half-maximal effect; nearly all actives have a fitted effect of over 60% in size
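First, TGR (20 nM dispensed) and NADPH were mixed with compound. Second, a 15 min room-temperature incubation followed. Third, further NADPH and then DTNB were added to start the reaction. Finally, TNB absorbance was monitored kinetically.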
AmpC detergent: qHTS Inhibitors of AmpC Beta-Lactamase (assay with detergent); P00811; AmpC hydrolysis of nitrocefin, absorbance 480 nm, 0.01% Triton; Potency, µM (top dose mostly 114 µM), for the others: at the top dose activity change, negative = inhibition, most hits filed as inhibitors; 370,000 tested, 0.041% active; AID 485294, 2010;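 also: potency is read from the fitted curve at half-maximal effect; 0% = no-compound wells and -100% = no-enzyme wells; nearly all actives have a fitted effect of over 25% in size; some results filed as inactive show a strong effect at the top dose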
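20 mM phosphate pH 7.0 + 0.01% (detergent screen) or 0.0001% Triton X-100; 5.3 nM AmpC reagent; cpd preinc 15 min RT; nitrocefin (800 uM stock) to start; A480 q20 s × 4 min; Activity was normalised to no-enzyme and no-compound control wells.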
* marks the source's active call; other numbers are inactive results; ? = inconclusive; · = not tested or not shown; & = joins results of further samples; [ ] = dose if it differs, or a comment. Unless noted, calls follow the shape of the dose curve; as a rule, active = well fitted curve in the direction sought with a large enough effect; inconclusive = small, poorly fitted or top-dose-only effect, or another doubt; inactive = no such curve, though single readings can be large; an effect the other way counts as inactive or inconclusive. Unless noted, % is scaled to controls: 0 for no effect and ±100 for the full control effect.

SMILES	AmpC no deterg	AMA1-RON2 inh	TbPYK inhibitor	HCMV inh	LmPK inh	Sm TGR block	AmpC detergent
CCOC(=O)c1cc2c(=O)n3ccccc3nc2n(C(C)C)c1=NC(=O)c1ccco1	4%	1%	3%	19	1%	-12%	4%
CC(=O)N1CCCc2cc(S(=O)(=O)NC(C(=O)NCc3ccc(C)cc3)C(C)C)ccc21 (stereo not given)	31%	23%	-18%	26	0%	4%	?
COC(=O)c1c(NC(=O)C2(C)Cc3ccccc3C(=O)O2)sc2c1CCCC2 (stereo not given)	1%	0%	-2%	?	6%	0%	?
CC1(C)CC(=O)C(C=NCCN2CCN(CC(=O)Nc3ccccc3)CC2)=C(O)C1	-13%	31%[activator]	-5%	34	1%	?	-7%
[O-][n+]1onc2c1CCc1c-2nn(-c2ccccc2Cl)[n+]1[O-]	-19%	3%	-14%	-100*	3%	-2%	2%
CCOc1nc(S(=O)(=O)c2ccc(C)cc2)c(Cl)s1	-20%	-1%	0%	-39	-3%	-7%	-11%
COc1ccc(OC)c(C(C)NC(=O)Cn2c(=O)cc(C)c3c(C)nn(-c4ccc(C)cc4)c32)c1 (stereo not given)	·	·	1%	12	·	0%	-9%
Nc1ccc2c(c1)C(=O)c1cc(Cl)c(Cl)cc1-2	·	-27%	2%	-2	·	·	·
CC(C)NS(=O)(=O)c1ccc(CCC(=O)N2CCCCC2)cc1	-10%	0%	0%	20	-5%	·	?
O=C(NCc1ccccc1Cl)C1CCC(=O)N(C2CC2)C1 (stereo not given)	-8%	4%	-5%	4	1%	4%	0%
C/C(=N\Nc1nccnc1Cl)c1ccc(Br)cc1	-19%	44%[activator]	-10%	-17	-3%	-11%	-15%
CC(=O)Nc1ccc(C(=O)NNC(=O)CCc2ccccc2)cc1	-12%	1%	-7%	106	-4%	15%	-14%
Cc1ccc(N(CCC#N)C(=O)COC(=O)C2=COCCO2)cc1	-17%	26%	-2%	-13	·	-7%	-13%
COc1cc(OC)cc(-c2c(-c3cccs3)c3cc(-c4ccc(OC)c(OC)c4)ccc3n2C)c1	-26%	-11%	-5%	-32	·	-30%	0%
CCOC(=O)Nc1sc2c(c1C#N)CCC(C)C2 (stereo not given)	-2%	-1%	-3%	·	-3%	-1%	-3%
COc1ccc(S(=O)(=O)/N=C2\C=C(Nc3ccc(O)cc3)C(=O)c3ccccc32)cc1	-35%	18µM*	-27%	-99*	-21%	-3%	?
CCCC(=O)c1cc(F)c(N2CCOCC2)cc1C	-17%	4%	-5%	-33	-1%	5%	-10%
Cc1ccc(CNc2nc(N)c([N+](=O)[O-])c(Nc3ccc(F)cc3)n2)cc1	-22%	32%[activator]	1%	-29	-2%	-2%	-9%
Cc1cc(=O)n2nc(N3CCCC(C(=O)NCc4ccccc4)C3)sc2n1 (stereo not given)	-1%	2%	-3%	-15	-1%	0%	-7%
O=C(CNC(=O)N1CC(=O)Nc2ccccc21)NCc1ccc(Cl)cc1	1%	-4%	1%	-25	0%	-30%	3%
COc1ccc(CCNC(=O)COC(=O)/C=C/c2ccc(OC)c(OC)c2)cc1	16%	-8%	1%	12	0%	-17%	4%
CCN1CCC(C(N)=O)CC1	-13%	-3%	5%	20	-4%	16%	16%
CC(=O)c1sc(NC(=O)c2cccnc2Cl)nc1C	-4%	30%	-6%	36	-13%	0%	-1%
Cc1ccc2oc(=O)c3cnn(CC(=O)N4CCN(c5ccccc5)CC4)c3c2c1	-5%	-4%	4%&-1%	2&56	8%	-7%&6%	-2%&-15%
Cc1cc(=O)oc(C)c1C(=O)NC1CCCCCCC1	-8%	-13%	-26%	-11	-15%	-4%	-10%
COc1cc2c3c(cccc3c1)C(=O)N(CCN1CCCC1)C2=O	·	2%	4%	-98*	·	·	·
COc1ccc(OC)c(NC(=O)Nc2nnc(N3CCCCC3C)s2)c1 (stereo not given)	76%[activator]	-23%	1%	-30	2%	3%	3%
CCOC(=O)c1ccc(NC(=O)CCS(=O)(=O)c2cccc3nonc23)cc1	4%	1%	-1%	-10	-6%	-11%	?
O=C(O)CCCCCNS(=O)(=O)c1ccc(Cl)cc1	-15%	8%	0%	-26	1%	0%	?
COc1ccc(NC(=O)c2nc(C)c(C3(C)CC(c4cccnc4)=NO3)s2)cc1 (stereo not given)	81%[activator]	5%	-6%	-30	1%	-12%	-1%

In the list so far, eleven contain four or more nitrogen atoms:
SMILES	AmpC no deterg	AMA1-RON2 inh	TbPYK inhibitor	HCMV inh	LmPK inh	Sm TGR block	AmpC detergent
CCOC(=O)c1cc2c(=O)n3ccccc3nc2n(C(C)C)c1=NC(=O)c1ccco1	4%	1%	3%	19	1%	-12%	4%
CC1(C)CC(=O)C(C=NCCN2CCN(CC(=O)Nc3ccccc3)CC2)=C(O)C1	-13%	31%[activator]	-5%	34	1%	?	-7%
[O-][n+]1onc2c1CCc1c-2nn(-c2ccccc2Cl)[n+]1[O-]	-19%	3%	-14%	-100*	3%	-2%	2%
COc1ccc(OC)c(C(C)NC(=O)Cn2c(=O)cc(C)c3c(C)nn(-c4ccc(C)cc4)c32)c1 (stereo not given)	·	·	1%	12	·	0%	-9%
C/C(=N\Nc1nccnc1Cl)c1ccc(Br)cc1	-19%	44%[activator]	-10%	-17	-3%	-11%	-15%
Cc1ccc(CNc2nc(N)c([N+](=O)[O-])c(Nc3ccc(F)cc3)n2)cc1	-22%	32%[activator]	1%	-29	-2%	-2%	-9%
Cc1cc(=O)n2nc(N3CCCC(C(=O)NCc4ccccc4)C3)sc2n1 (stereo not given)	-1%	2%	-3%	-15	-1%	0%	-7%
O=C(CNC(=O)N1CC(=O)Nc2ccccc21)NCc1ccc(Cl)cc1	1%	-4%	1%	-25	0%	-30%	3%
Cc1ccc2oc(=O)c3cnn(CC(=O)N4CCN(c5ccccc5)CC4)c3c2c1	-5%	-4%	4%&-1%	2&56	8%	-7%&6%	-2%&-15%
COc1ccc(OC)c(NC(=O)Nc2nnc(N3CCCCC3C)s2)c1 (stereo not given)	76%[activator]	-23%	1%	-30	2%	3%	3%
COc1ccc(NC(=O)c2nc(C)c(C3(C)CC(c4cccnc4)=NO3)s2)cc1 (stereo not given)	81%[activator]	5%	-6%	-30	1%	-12%	-1%

The results go on:
SMILES	AmpC no deterg	AMA1-RON2 inh	TbPYK inhibitor	HCMV inh	LmPK inh	Sm TGR block	AmpC detergent
COc1ccc(S(=O)(=O)NCc2cccnc2)cc1NC(=O)c1ccccc1C	·	68%[activator]	-19%	-3	·	·	·
Cc1c(C(=O)NCc2cccnc2)oc2ccccc12	-17%	-9%	2%	12	2%	1%	?
Cn1c(=O)c2c(nc(CN3CCC(Cc4ccccc4)CC3)n2CCN2CCOCC2)n(C)c1=O	184%[activator]	12%	-17%	32	0%	-19%	-7%
[O-][n+]1ccc(CC(O)(C(F)(F)F)C(F)(F)F)cc1	·	10%	-2%	-4	·	·	·
CC1CCC(NCc2ccco2)CC1 (stereo not given)	-14%	-9%	2%	16	-2%	2%	-5%
CCN(CC)S(=O)(=O)c1cccc(N2CC(O)=C(c3ccccc3)C2=N)c1	-3%	-4%	-2%	2	-5%	16%	-9%
CC(=O)N1CCN(c2ccc(NCc3cccs3)cc2)CC1	16%	0%	-4%	?	3%	-28%	-9%
CC(=O)OCC(C)n1[nH]c2ccccc2c1=O (stereo not given)	·	18%	2%	17	·	·	·
COc1ccc(CNC(=O)c2ccccc2SCC(=O)N2CCCC2)cc1OC	0%	11%	-6%	-9	·	-4%	-11%
COc1cccc(C2N(c3cccc(Cl)c3)C(=O)C3CCCN32)c1 (stereo not given)	35%	-8%	-4%	4	5%	0%	-17%
CCn1c2ccccc2c2cc(NC(=O)CNC)ccc21	6%	-23%	4%	71	-6%	2%	-4%
Clc1ccc(Cl)c(-c2ccc(/C=N/c3ncn[nH]3)o2)c1	-20%	3%	13%	-3	7%	0%	-8%
CC(C)CN(C(=O)COC(=O)Cn1cnc2ccccc2c1=O)C1CCS(=O)(=O)C1 (stereo not given)	29%	4%	0%	26	9%	3%	-3%
CCc1ccc(OCCCC(=O)Nc2ccc(N3CCOCC3)cc2)cc1	4%	7%	-4%	-40	5%	7%	-2%
Cc1ccc(C(=O)C(C)OC(=O)Cn2[nH]c(=O)c3ccccc3c2=O)cc1 (stereo not given)	13%	-1%	7%	5	-5%	6%	?

Single entries from the results shown:
Under TbPYK inhibitor, CC(=O)OCC(C)n1[nH]c2ccccc2c1=O (stereo not given) is entered as 2%
Under HCMV inh, [O-][n+]1ccc(CC(O)(C(F)(F)F)C(F)(F)F)cc1 is entered as -4

(list continues)
SMILES	AmpC no deterg	AMA1-RON2 inh	TbPYK inhibitor	HCMV inh	LmPK inh	Sm TGR block	AmpC detergent
Cc1ccc(CCC2C3=C(CCCC3=O)OC3=C2C(=O)CCC3)cc1	34%	9%	0%	-18	-3%	-4%	?
CC(=O)Nc1cc2nn(-c3ccccc3)nc2cc1C	0%	-1%	-2%	190	-6%	7%	-12%
O=c1c(C=NCCCO)c(-c2ccccc2)[nH]n1-c1nc2ccccc2s1	106%[activator]	1%	-2%	-14	7%	-15%	0%
COC(=O)c1c(C)nc(C)c(C(=O)OC)c1-c1cccs1	2%	-2%	6%	-9	5%	9%	-8%
CCCCN(CC)C(=O)CSc1nc2n[nH]c(C)c2c(=N)n1-c1cccc(Cl)c1	·	·	0%	-10	·	9%	-8%
CC(=O)NC(Cc1c[nH]c2ccccc12)C(=O)OCC(=O)Nc1cc(C)on1 (stereo not given)	?	5%	1%	59	4%	-14%	1%
O=C(Nc1ccccc1Oc1ccsc1C(=O)O)c1ccccc1	-11%	-4%	1%	19	-4%	-3%	?
Cc1ccc(NS(=O)(=O)c2ccc3c(c2)CC(C)N3C(=O)C2CCC2)cc1Cl (stereo not given)	·	·	-3%	-76*	·	0%	-4%
CCn1c(COc2cccc3ccccc23)nnc1SCC(N)=O	31%	-5%	-13%	-3	-3%	1%	-5%
COc1cccc(C(C)(O)c2nc(-c3ccc(Cl)cc3)cs2)c1 (stereo not given)	·	1%	0%	11	·	·	·
O=C(N/N=C\C=C\c1ccc([N+](=O)[O-])o1)c1cccs1	-38%	48%[activator]	1%	-65*	1%	10µM*	-4%
